Assay outcomes as filed in PubChem BioAssay.
TRHR PAM – allosteric enhancers of human TRH receptor; AID 493056; 360,000 compounds, 0.66% hits; TRHR cells, fluo-8 calcium fluorescence, EC20 TRH enhancement; enhancement, % at 2 µM; P34981; in the data active means enhancement above about 30%; further: 0% is about no effect
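Enhancer read-out: after compound pinning and an initial kinetic agonist-mode read, an EC20 of TRH (10 nM final) was injected and fluo-8 calcium signal (Ex 480/Em 530) followed at 1 s/cycle for 100 cycles in TRHR-expressing cells.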
Pin1 inh – human Pin1 inhibition. Q13526. Pin1 FP peptide displacement, HiFluor488, 10 min. Potency, µM (titrated, usually from 115 µM), without a hit: at the highest dose activity, negative = inhibition, most hits filed as inhibitors. 390,000 compounds, 0.009% hits; active means well fitted inhibition curve with a large enough effect in the polarisation, with a control signal flat, not every such curve was filed as active; inconclusive means small, poorly fitted or top-dose-only effect, or effect the other way, or a change in a side signal; inactive means no such curve, though single readings can be large or run the other way; the % refers to the polarisation; further: potency means the concentration at half of the fitted maximal effect; on the % scale 0 is the no-effect control and ±100 the full control effect
Target sequence (Q13526 whole entry, looked up): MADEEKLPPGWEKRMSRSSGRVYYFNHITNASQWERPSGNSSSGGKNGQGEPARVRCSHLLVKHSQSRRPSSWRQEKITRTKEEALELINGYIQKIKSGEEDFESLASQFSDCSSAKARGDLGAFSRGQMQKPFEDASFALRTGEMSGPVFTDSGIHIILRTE
USP1-UAF1 inh – blocks the human USP1/UAF1 deubiquitinase complex; Potency, µM (series often up to 57.1 µM), for inactives: at the top dose activity change, negative = inhibition, usual class: inhibitors; AID 743255; 390,000 compounds, 0.23% hits; recombinant USP1/UAF1, Ub-Rhodamine cleavage fluorescence; further: potency means the concentration at half of the fitted maximal effect; on the % scale 0 is the no-effect control and ±100 the full control effect; nearly all actives have a fitted effect of over 60% in size; inactives centre near -12
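In this screen, compounds sit with the deubiquitinase complex (1nM) for 15 min at room temperature before Ub-Rho is added at 150nM final. Fluorescence rise is then followed for 6 reads every 60 seconds.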
TrxR1 substrate – is turned over as a substrate by rat TrxR1; purified TrxR1 substrate turnover, NADPH consumption readout; Potency, µM (highest dose often 114 µM), for the others: top-dose activity change, negative = substrate turnover; 390,000 compounds, 0.01% hits; AID 588456; further: potency means the concentration at half of the fitted maximal effect; on the % scale 0 is the no-effect control and ±100 the full control effect; nearly all actives have a fitted effect of over 50% in size
Target sequence (O89049 whole entry, looked up): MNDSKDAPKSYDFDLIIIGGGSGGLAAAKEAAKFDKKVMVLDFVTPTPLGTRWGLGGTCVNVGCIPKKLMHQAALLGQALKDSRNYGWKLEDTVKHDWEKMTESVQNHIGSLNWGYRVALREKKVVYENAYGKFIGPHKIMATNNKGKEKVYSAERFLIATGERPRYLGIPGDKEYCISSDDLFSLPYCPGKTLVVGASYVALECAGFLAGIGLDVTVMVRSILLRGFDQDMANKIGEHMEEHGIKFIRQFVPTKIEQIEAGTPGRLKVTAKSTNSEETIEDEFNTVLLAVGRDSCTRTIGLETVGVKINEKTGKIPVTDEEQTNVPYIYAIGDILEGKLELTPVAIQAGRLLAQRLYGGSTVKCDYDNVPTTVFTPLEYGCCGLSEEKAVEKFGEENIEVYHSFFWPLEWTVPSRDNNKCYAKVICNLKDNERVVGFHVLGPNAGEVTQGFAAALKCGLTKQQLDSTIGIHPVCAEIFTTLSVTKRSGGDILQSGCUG
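Rat TrxR1, dispensed at 90 nM, was prereduced with 400 uM NADPH (final) for 5 min at ~22 deg C, then incubated with compound 15 min before 400 uM selenite. A first-read NADPH fluorescence drop versus no-compound background flagged substrates.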
D2 antag – D2 dopamine receptor (human) antagonism | P14416 | HEK293 TREx D2 cells, calcium flux, dopamine EC80 | inhibition, % at 10 µM | 340,000 compounds, 2% hits; in the data active means inhibition above about 30%; further: 0% is about no effect
Target sequence (P14416 whole entry, looked up): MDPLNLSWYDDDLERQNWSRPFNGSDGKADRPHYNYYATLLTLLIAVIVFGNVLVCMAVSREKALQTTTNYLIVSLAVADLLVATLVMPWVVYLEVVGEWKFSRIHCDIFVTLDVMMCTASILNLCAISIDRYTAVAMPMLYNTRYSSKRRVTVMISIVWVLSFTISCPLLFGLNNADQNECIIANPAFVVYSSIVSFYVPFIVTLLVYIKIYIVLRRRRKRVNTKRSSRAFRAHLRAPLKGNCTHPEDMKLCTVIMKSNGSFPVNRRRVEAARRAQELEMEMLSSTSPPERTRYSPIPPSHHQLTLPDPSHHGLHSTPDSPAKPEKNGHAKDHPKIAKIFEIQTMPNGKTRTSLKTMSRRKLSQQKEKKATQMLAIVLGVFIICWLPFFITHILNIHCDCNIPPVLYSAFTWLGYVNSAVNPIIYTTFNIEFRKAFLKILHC
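Tetracycline-induced HEK293 TREx cells expressing D2 receptor forced-coupled to calcium signalling, loaded with no-wash calcium dye. Compounds added and calcium flux read 180 s, then dopamine added at EC80 and read a further 180 s.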
mIDH1 inhibitor – blocks human mutant IDH1 R132H enzyme; O75874; 390,000 compounds, 0.093% hits; IDH1-R132H enzyme, NADPH consumption, diaphorase/resazurin fluorescence; Potency, µM (top dose mostly 76.6 µM), without a hit: at the highest dose activity change, negative = inhibition, actives largely listed as inhibitors; further: potency means the concentration at half of the fitted maximal effect; on the % scale 0 is the no-effect control and ±100 the full control effect; nearly all actives have a fitted effect of over 65% in size
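IDH1-R132H (0.5 ug/mL dispensed) in pH 7.5 Tris buffer was preincubated 30 min with compound, then given a substrate mix of 0.016 mM NADPH and 2 mM alpha-KG for 80 min at room temperature; remaining NADPH was read by diaphorase/resazurin fluorescence.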
D2 ag – activates the human D2 dopamine receptor | P14416 | activation, % at 2 µM | HEK293 T-REx D2 cells, calcium flux agonist mode | 340,000 compounds, 0.53% hits;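 active means activation over 3 SD above normal in the single-dose calcium agonist read, cut at about 30% in these data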; further: 0% is about no effect
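Tetracycline-induced HEK293 T-REx cells with force-coupled D2 receptor, plated overnight at 30 C, loaded with no-wash calcium dye. After a 10 s baseline, compound was pin-added and calcium flux read kinetically for 180 s; calcium rises flagged agonists.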
rTrxR1 inhibitor – blocks rat thioredoxin reductase 1 | O89049 | recombinant rTrxR1, NADPH fluorescence consumption, selenite substrate | Potency, µM (titrated, usually from 114 µM), for the others: at the highest dose activity change, negative = inhibition, usual class: inhibitors | 390,000 compounds, 1% hits | AID 588453; further: potency means the concentration at half of the fitted maximal effect; on the % scale 0 is the no-effect control and ±100 the full control effect; nearly all actives have a fitted effect of over 65% in size
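Rat TrxR1 (90 nM in the dispensed reagent) was pre-reduced with 400 uM NADPH for 5 min at room temperature, then incubated with compound for 15 min. After 400 uM selenite was added, NADPH fluorescence (Ex 340/Em 450 nm) was followed for 8 min.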
TRHR agonist – agonists of human TRH receptor; 360,000 compounds, 0.18% hits; TRHR cells, calcium flux fluo-8, FDSS agonist mode; activation, % at 2 µM; P34981; in the data active means activation above about 30%; further: 0% is about no effect
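Fluo-8-loaded TRHR cells; 10 s baseline, compound added, kinetic Ca2+ fluorescence read 1/s, agonist mode.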
* hit, by the source's call; ? = inconclusive; . = no result given; [ ] = another dose, or the depositor's remark. Unless noted, the call rests on the fitted dose curve; in most records, active means well fitted inhibition curve with a large enough effect; inconclusive means small, poorly fitted or top-dose-only effect; inactive means no such curve, though single readings can be large or run the other way. A portion of the library; rates above refer to the full screens.

Compound,Pin1 inh,D2 antag,TRHR agonist,USP1-UAF1 inh,D2 ag,rTrxR1 inhibitor,TRHR PAM,mIDH1 inhibitor,TrxR1 substrate
CC(C)c1cccc(-c2ccc3c(c2)S(=O)(=O)c2cccc(C(=O)NCc4ccccc4)c2C3=O)c1,3.5%,.,.,14.4%,.,30.7%[57.1 µM],.,-12.6%,-10.1%
COc1cc(-c2cc(C(=O)N3CCCCCC3)c3ccccc3n2)cc(OC)c1OC,1.1%,-2.6,-0.2,-18.9%,0.4,-5.4%,-1.0,1.8%,5.2%
CCCCCCNC(=O)c1c[nH]c2ccc(S(=O)(=O)N(C)c3ccc(C(C)C)cc3)cc2c1=O,11.9%,.,0.2,-5.4%,0.8,18.5%[57.1 µM],2.1,-5.6%,5.4%[57.1 µM]
COc1ccc(S(=O)(=O)N2CCN(CC(=O)c3ccc(O)c(O)c3)CC2)cc1,1.7%,-10.5,0.0,-6.7%,17.9,?,2.0,5.4%,-4.4%
Cc1nnc2n(-c3ccc(Cl)cc3)c(=O)c3c4c(sc3n12)CN(C)CC4,.,-0.4,0.9,.,0.2,.,0.1,.,.
CC[n+]1c(/C=C/c2ccc(OC)c(OC)c2)ccc2ccccc21,44.4%[activator],-16.6,0.6,-10.6%,1.5,-23.6%,-1.2,1.0%,-10.6%
COC(=O)c1cccc(NC(=S)NCc2ccc(F)cc2)c1,-0.4%,18.6,-0.9,-16.9%,-0.1,8.5%[57.1 µM],-2.7,-2.3%,-5.0%
Cn1c(=O)c2c(-c3cccc(Br)c3)c(C#N)c(N)nc2n(C)c1=O,-4.8%,8.3,-0.6,-3.3%,-0.9,3.6%,7.3,3.7%,-4.6%
CCN(c1nc(N)c(C(=O)N=C(N)N)nc1Cl)C(C)C,-1.7%,.,.,?,.,?,.,3.5%,-4.2%[57.1 µM]
CCOC(=O)CCC(=O)NNC(=O)c1ccc(NC(=O)c2ccccc2)cc1,-3.2%,-2.8,-2.5,-11.7%,0.4,28.2%,5.1,-2.6%,-2.3%
O=C(C1CCCN(Cc2ccccc2F)C1)N1CCc2ccccc2C1 (stereo not given),-1.6%,11.4,-1.2,-17.9%,0.7,6.7%[57.1 µM],1.6,9.8%,-0.3%[57.1 µM]
Cc1c(/C(O)=C2\C(=O)C(=O)N(CCCN(C)C)C2c2ccccc2)cnn1-c1ccccc1 (stereo not given),-3.1%,-15.5,1.0,-10.7%,1.3,-11.8%[57.1 µM],5.8,-2.3%,-6.5%[57.1 µM]
Cc1cccc(CN2CCCC(C(=O)N3CCCCC3)C2)c1 (stereo not given),-1.5%,-0.7,0.6,-13.2%,-0.9,19.5%,-0.6,-0.7%,4.6%
Cc1oc(CC(C)C)cc1C(N)=O,-3.8%,-5.7,-0.3,-2.5%,0.3,28.3%[57.1 µM],-8.1,15.3%,4.0%[57.1 µM]
CC(C)(C)c1ccc(C(=O)Nc2ccccc2NC(=O)c2ccco2)cc1,1.8%,3.5,-0.1,?,0.4,7.9%,-1.3,7.9%,-4.4%
COc1ccc(-c2cnc(C)o2)cc1S(=O)(=O)Nc1ccc(NC(C)=O)cc1,-2.2%,.,0.3,-27.2%,1.3,0.6%[57.1 µM],-0.7,19.1%,-2.8%[57.1 µM]
COc1ccc(-c2csc3nc(C(C)(C)C)oc(=O)c23)cc1OC,15.1%,4.6,-1.8,-25.3%,-1.2,-0.3%,-1.8,6.6%,-9.9%
CN(C)/C=C(\C=O)c1ncc(C(F)(F)F)cc1Cl,-7.7%,9.8,-0.2,-9.9%,1.4,-8.6%[57.1 µM],-2.5,0.7%,1.7%[57.1 µM]
Cc1cc(C(=O)N2CCc3ccccc3C2)no1,1.0%,8.9,-0.1,-18.2%,-0.5,4.8%,0.1,-0.3%,1.0%
COC(=O)Cn1cc([N+](=O)[O-])nc1C,-6.5%,-10.8,-0.2,-16.3%,-0.4,5.6%,9.2,7.9%,-8.4%

Three entries out of the list above, arranged by the value under TRHR agonist, high to low.
canonical_smiles	TRHR agonist
Cc1nnc2n(-c3ccc(Cl)cc3)c(=O)c3c4c(sc3n12)CN(C)CC4	0.9
CCCCCCNC(=O)c1c[nH]c2ccc(S(=O)(=O)N(C)c3ccc(C(C)C)cc3)cc2c1=O	0.2
Cn1c(=O)c2c(-c3cccc(Br)c3)c(C#N)c(N)nc2n(C)c1=O	-0.6

Next part:
Compound,Pin1 inh,D2 antag,TRHR agonist,USP1-UAF1 inh,D2 ag,rTrxR1 inhibitor,TRHR PAM,mIDH1 inhibitor,TrxR1 substrate
COC(=O)c1ccc(Nc2nc(-c3ccccc3Cl)nc3ccccc23)cc1,35.2%[activator],.,0.3,-18.8%,-2.2,21.8%,-2.2,-0.2%,28.7%
COc1ccc(-n2nc3ccccc3n2)cc1,0.3%,-2.1,-0.4,-18.1%,0.6,0.5%,-1.9,2.6%,-4.2%
O=C(NC1CCN(Cc2ccccc2)CC1)C1CCN(S(=O)(=O)c2cccc3nsnc23)CC1,1.2%,-14.4,1.1,-8.1%,-0.4,21.8%,-0.9,7.5%,6.5%
O=C(O)c1ccccc1SCc1nc2ccccn2c1Br,-11.2%,51.1*,0.1,-0.6%,0.1,15.0%,-3.9,2.8%,-0.9%
Cc1cccc(NC(=O)c2c(NC(=O)c3ccccc3)sc3c2CCC3)c1,8.2%,.,0.6,-28.8%,0.8,2.6%,-3.7,.,0.9%
COc1ccccc1-c1noc(CSc2nnc(-c3ccccc3)n2-c2ccc(C)c(C)c2)n1,0.0%,.,0.4,-23.5%,-0.5,16.3%,-2.7,-20.8%,3.3%
CSCC[C@H](NC(=O)Cc1ccc(Cl)cc1)C(=O)N1CCC2(CC1)NCCc1[nH]cnc12,-2.4%,-6.1,0.4,-11.1%,-0.3,0.9%,10.0,0.0%,-4.7%
COCCN1CCN(C(=O)c2ccc3oc(CCCc4ccccc4)nc3c2)CC1,-3.2%,-1.5,-0.1,-16.2%,0.5,-7.2%,-3.1,-1.1%,5.0%
Cc1ccc(-c2nc3cc(N)ccc3o2)cc1,-2.7%,-12.6,-1.3,-20.0%,-0.5,-1.9%,-4.0,0.1%,9.8%
CCOc1ccccc1C(=O)NCCNC(=O)c1ccccc1OCC,-4.5%,.,.,-14.2%,.,10.3%[57.1 µM],.,2.3%,-21.6%[57.1 µM]
CN(C)/C=C/C(=O)c1ccc(F)cc1F,-0.1%,22.3,0.7,-16.6%,0.5,34.2%,-7.1,-0.6%,1.6%
COc1ccccc1N1CCN(c2nc(N)c(C#N)c(CC#N)c2C#N)CC1,?,-26.7,-0.1,-0.4%,-0.6,-28.3%,15.9,2.7%,-9.3%
O=C(CCc1nnc2ccc(N3CCC4(CC3)OCCO4)nn12)NCc1ccccc1Cl,-2.2%,0.7,0.1,-12.2%,0.0,27.8%,5.9,-2.0%,0.5%
CC(=O)NCCNS(=O)(=O)c1ccc(C)c([N+](=O)[O-])c1,-1.9%,-16.8,0.7,10.0%,0.6,27.5%[57.1 µM],0.4,-6.7%,8.7%[57.1 µM]
Cc1cc(C(=O)Nc2c(C)n(C)n(-c3ccccc3)c2=O)c2ccccc2n1,1.1%,-3.3,0.2,-3.9%,-0.7,4.3%[11.4 µM],-3.2,5.7%,7.8%[11.4 µM]
COc1ccc(S(=O)(=O)N(n2c(C)nnc2-n2nc(C)cc2C)S(=O)(=O)c2ccc(OC)cc2)cc1,-1.0%,0.5,0.4,-2.8%,0.2,-1.9%[57.1 µM],-2.3,-8.7%,-2.6%[57.1 µM]
O=C(Nn1cnnc1)c1cccc(S(=O)(=O)N2CCOCC2)c1,6.5%,-23.5,102.1*,-1.0%,2.2,6.9%[57.1 µM],5.0,-7.9%,5.8%[57.1 µM]
NC(=O)Nc1ccc(F)cc1,1.1%,-10.2,-0.1,-2.3%,-0.5,2.1%,-8.4,13.3%,-6.1%
CC(=O)N1CCC(N(Cc2ccco2)C(=O)Nc2ccc(Br)cc2F)CC1,-7.6%,.,2.4,-6.2%,0.6,9.6%,41.0*,0.0%,2.4%
CC(C)[C@H](NS(=O)(=O)c1ccccc1F)C(=O)OCC(=O)Nc1cccc(S(N)(=O)=O)c1,-3.5%,.,.,?,.,30.4%,.,11.1%,7.1%

Following part.
Compound,Pin1 inh,D2 antag,TRHR agonist,USP1-UAF1 inh,D2 ag,rTrxR1 inhibitor,TRHR PAM,mIDH1 inhibitor,TrxR1 substrate
O=C(CSc1nnc2ccc(-c3ccncc3)nn12)N1CCCCC1,-1.1%,-37.0,-0.1,-14.7%,-0.4,11.2%,1.6,-0.8%,0.7%
CN(c1cccc(NC(=O)c2ccc(C(C)(C)C)cc2)c1)S(C)(=O)=O,-5.9%,3.1,1.3,-11.8%,0.5,-0.4%,8.0,3.7%,-13.6%
O=[N+]([O-])c1ccc(CSc2ccc(S(=O)(=O)N3CCCCC3)cn2)cc1,20.5%,.,.,-14.6%,.,2.6%,.,5.9%,-3.9%
CCCCC(c1nnnn1CC1CCCO1)N1CCN(Cc2ccccc2)CC1 (stereo not given),-0.9%,-21.0,0.3,-17.1%,0.7,2.6%,-2.4,3.6%,0.2%
Cc1ccc(NC(=O)Nc2cccc3ccccc23)cc1,2.3%,3.8,-0.1,-5.3%,-0.5,11.4%,13.6,-9.4%,4.0%
CSc1cccc(NC(=O)CN2C(=O)COc3ccc(S(=O)(=O)N4CCOCC4)cc32)c1,-2.9%,-3.5,-0.2,-25.9%,-0.2,20.2%,-8.9,-5.3%,1.8%
COc1ccc(CCNC(=O)COC(=O)/C=C/c2ccc(OCC#N)c(OC)c2)cc1OC,17.7%,-1.2,-0.3,-9.6%,-0.2,1.4%,0.4,-2.7%,5.8%
COc1ccc(C2CCCCCN2C(=O)C2CCN(S(=O)(=O)c3cccc(C(C)=O)c3)CC2)cc1 (stereo not given),6.5%,.,.,-11.2%,.,-0.5%,.,-2.8%,-5.2%
Cc1cccc(N2CC(C(=O)NC3CCCCCC3)CC2=O)c1C (stereo not given),-5.8%,.,.,-9.0%,.,14.3%,.,2.6%,9.2%
